Screening data (PubChem)
RSV antiviral HEp-2 – inhibition of RSV-induced cytopathic effect – HEp-2 cells, primary 10 µM value included (AID 2391). HEp-2 cells, RSV-induced CPE inhibition; higher % means a stronger effect. one-dose CPE inhibition, % at 10 µM; IC50 in µM for titrated hits. 310,000 compounds, 0.13% hits; in the data active = a potency from the dose series; note: strong numbers were not always called active
T cell HTS – T cell immune modulators affecting CD8 T cell-vesicle binding. 2C CD8+ T cell-vesicle binding, flow cytometry; hits give low values. calls only at 7 µM. 330,000 compounds, 0.068% hits. AID 2052;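 active = response, share of CD8 T cells binding vesicles, and their 90th percentile fluorescence all below set limits, cut at about 80% in these data, passing the limit was not always enough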
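Assay system – 2C mouse CD8+ T cells · Also added – QL9-loaded Drosophila micro-vesicles · Timing – Cell–vesicle co-incubation 1.5 h at 37 °C, staining 20 min on ice · Signal – flow cytometry of vesicle-bound cells · Measure – percent CD8+ FL2 mean versus row control · Controls – Peptide-free naked vesicles (low) and QL9 vesicles with 0.7% DMSO vehicle (high)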
K1F lysis inhibition – inhibition of K1F phage lysis, E. coli UTI89, bacterial capsule biogenesis inhibitors, alamar blue (AID 488966). inhibition, % at 100 µM, or IC50 in µM where a hit was titrated. 340,000 compounds, 0.02% hits. E. coli UTI89 K1F phage lysis, alamar blue, 2 h; higher % means a stronger effect;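 active = phage lysis inhibition, versus mean bacterial control, above a set limit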;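 note: capsule biogenesis inhibitors block K1F phage lysis so surviving cells raise fluorescence; higher fluorescence means more inhibition of phage lysis; actives were called in the ten point dose series up to 300 µM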
T cell HTS vesicle-bound % – recorded beside T cell HTS, whose call it bears; double positive events, %; measured here: CD8+ vesicle-bound cell fraction;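 binding gate set so that unloaded-vesicle control wells show 10% double positive cells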
An asterisk follows results filed as active; i = inactive; [ ] = dose if it differs, or a comment. Some of the compounds tested; rates above refer to the full screens.

SMILES	RSV antiviral HEp-2	T cell HTS	T cell HTS vesicle-bound %	K1F lysis inhibition
CC(C)Cc1nnc(NC(=O)C2CCN(C(=O)c3ccc(Cl)cc3)CC2)s1	6.1%	i	26.7	1.8%[50 µM]
CCCCn1c(N)c(N(CCOC)C(=O)c2cc(-c3ccccc3Cl)nc3ccccc23)c(=O)[nH]c1=O	-1.7%	i	13.9	0.1%[50 µM]
COc1ccc(NS(=O)(=O)c2ccc(N3CCCCC3)c(N)c2)cc1	1.1%	i	27.7	-0.9%[50 µM]
CC1(c2ccc(OC(F)F)cc2)NC(=O)N(CC(=O)Nc2ccc(N3CCCCC3)cc2)C1=O (stereo not given)	-0.3%	i	21.9	1.1%[50 µM]
Cc1ccc(OCCNC(=O)c2ccc(COc3ccccc3)o2)cc1	8.8%	i	54.7	0.2%[50 µM]
CC(C)CCOc1ccc(C(=O)NN2C(=O)NC3(CCCCC3)C2=O)cc1	3.6%	i	46.7	0.5%[50 µM]
CC(C)(C)c1nnc2sc(SCC(=O)NCc3ccco3)nn2c1=O	1.2%	i	36.4	4.5%
COc1ccccc1NS(=O)(=O)c1cc(C(=O)NCC(C)(C)N2CCOCC2)ccc1C	0.9%	i	50.3	0.9%[50 µM]
Cc1cccc([C@@H]2[C@@H]3C(=O)N(Cc4ccccc4)C(=O)[C@@H]3[C@]3(Cc4ccccc4)C(=O)N(c4ccccc4)C(=O)N23)c1	1.1%	i	49.9	-3.3%
CCCCn1c(N)c(N(CCOC)C(=O)c2ccc(OCc3c(C)noc3C)cc2)c(=O)[nH]c1=O	2.2%	i	25.0	0.9%[50 µM]
CC(C)Oc1ccc(C(=O)OCC(=O)NC2CCCCCC2)cc1	1.6%	i	27.3	0.0%[50 µM]
CC1CCN(C(=O)COc2ccc(S(=O)(=O)N3CCOCC3)cc2)CC1	-0.9%	i	32.2	0.9%[50 µM]
CCOC(=O)c1c(C)[nH]c(C(=O)COC(=O)Cn2cc(C(F)(F)F)ccc2=O)c1C	16.7%	i	29.8	0.5%[50 µM]
CC(C)N(C(=O)COC(=O)c1ccc(Cl)s1)c1ccccc1	-1.0%	i	39.1	0.7%[50 µM]
CC12CCC(=O)N1C(C(=O)NNC(=O)COc1ccccc1F)CS2 (stereo not given)	1.1%	i	34.6	0.5%[50 µM]
Cc1ccc(OCC(=O)Nc2cccc(S(=O)(=O)N3CCCCCC3)c2)cc1C	1.0%	i	28.3	0.8%[50 µM]
COc1ccc(-c2nc3ccc(C)cn3c2NCc2ccccc2)cc1SC1CCCCC1	1.2%	i	6.7	2.7%
CN(C(=O)COC(=O)Cc1c(Cl)cccc1Cl)c1c(N)n(Cc2ccccc2)c(=O)[nH]c1=O	-0.9%	i	42.8	1.3%[50 µM]
O=C1CC[C@H](O)CCN1CCSc1ccc(Br)cc1	0.2%	i	24.7	2.1%
Cc1ccccc1-c1cc(C(=O)NCc2ccc3c(c2)OCO3)n(CC2CC(c3cccnc3)=NO2)n1 (stereo not given)	4.1%	i	30.4	0.6%
COc1cc(Cl)c(C)cc1NCC(=O)Nc1cccc(S(=O)(=O)N2CCCC2)c1	4.3%	i	43.6	0.0%
COc1ccccc1C(NC(C)=O)c1c(O)ccc2ccc(O)cc12 (stereo not given)	0.8%	i	53.4	-0.4%
O=C(Nc1ccc(C(F)(F)F)cc1)c1ccccc1	0.7%	i	22.7	-0.7%
CCOC(=O)c1cnc(SCC(=O)OCC(=O)NC2CCS(=O)(=O)C2)nc1N (stereo not given)	-1.6%	i	44.4	0.3%[50 µM]

Compound profiles (already shown). Order of values: RSV antiviral HEp-2 | T cell HTS | T cell HTS vesicle-bound % | K1F lysis inhibition
`CCOC(=O)c1c(C)[nH]c(C(=O)COC(=O)Cn2cc(C(F)(F)F)ccc2=O)c1C` reads 16.7% | i | 29.8 | 0.5%[50 µM]
`CC12CCC(=O)N1C(C(=O)NNC(=O)COc1ccccc1F)CS2` (stereo not given) reads 1.1% | i | 34.6 | 0.5%[50 µM]
`CCOC(=O)c1cnc(SCC(=O)OCC(=O)NC2CCS(=O)(=O)C2)nc1N` (stereo not given) reads -1.6% | i | 44.4 | 0.3%[50 µM]
`Cc1ccccc1-c1cc(C(=O)NCc2ccc3c(c2)OCO3)n(CC2CC(c3cccnc3)=NO2)n1` (stereo not given) reads 4.1% | i | 30.4 | 0.6%

Next structures follow.
SMILES	RSV antiviral HEp-2	T cell HTS	T cell HTS vesicle-bound %	K1F lysis inhibition
C[C@@H]1O[C@@H](O[C@H]2[C@H](Oc3cc(O)c4c(c3)OC(c3ccc(O)cc3)CC4=O)O[C@H](CO)[C@@H](O)[C@@H]2O)[C@H](O)[C@H](O)[C@H]1O (stereo not given in full)	-0.8%	i	29.1	1.4%
COc1ccc(CNC(=O)COC(=O)CC(NC(N)=O)c2ccc(Cl)cc2)cc1OC (stereo not given)	1.4%	i	25.4	0.8%[50 µM]
CC(=O)c1cccc(NC(=O)CSc2nc(=O)n(CCN3CCOCC3)c3c2CCC3)c1	-2.0%	i	11.9	-0.1%[50 µM]
O=C(NCC(=O)N1CCN(c2ccccc2F)CC1)c1ccc(Br)o1	-1.7%	i	35.9	0.7%[50 µM]
Cc1nn(CC(=O)N(C)C2CCC(C)CC2)c(C)c1S(=O)(=O)N(C)C (stereo not given)	0.5%	i	10.7	1.1%[50 µM]
Cc1noc(C)c1C(=O)Nc1ccc(-c2nnc3n2CCCCC3)cc1	0.9%	i	47.8	0.5%[50 µM]
CCOc1ccc(NC(=O)CN(C)C(=O)CSCc2cccc(C)c2)cc1OCC	10.2%	i	56.0	0.3%[50 µM]
O=C(NCCCc1ccccc1)c1c(O)nc2sccn2c1=O	10.8%	i	47.3	-1.3%[50 µM]
Cc1cccnc1NC(=O)c1cccc(S(=O)(=O)N2CCN(c3ccccc3)CC2)c1	1.4%	i	31.8	0.7%[50 µM]
CC1(NC(=O)/C=C/c2nc3ccccc3s2)CCS(=O)(=O)C1 (stereo not given)	0.6%	i	38.7	0.6%[50 µM]
CCC(C)N(C(=O)COc1ccc(Cl)c2cccnc12)C1CCS(=O)(=O)C1 (stereo not given)	-0.3%	i	41.2	0.2%
CCOC(=O)Cc1csc(NC(=O)c2ccc(N3CCOCC3)cc2[N+](=O)[O-])n1	2.4%	i	32.1	-0.1%[50 µM]
COc1ccc2sc(-c3ccc(N(C)C)cc3)c(C#CC(C)(C)O)c2c1	9.3%	i	42.5	-0.7%
Cc1nn(-c2ccccc2)c(Cl)c1C(=O)OCC(=O)N(C)c1c(N)n(Cc2ccccc2)c(=O)[nH]c1=O	0.0%	i	31.7	0.0%[50 µM]
CC(=O)N/C(=C/c1ccc2c(c1)OCO2)C(=O)NC(Cc1ccccc1)C(=O)O (stereo not given)	2.6%	i	19.1	0.8%
Cc1ccc(C)c(OCC(=O)OCC(=O)Nc2c(C)nn(-c3ccccc3)c2C)c1	0.8%	i	5.5	-0.3%[50 µM]
CN1CCN(C(=O)CCN2C(=O)c3ccccc3S2(=O)=O)CC1	0.2%	i	44.2	1.9%[50 µM]
O=C(Cc1c(O)c2ccccc2oc1=O)c1ccc(F)cc1	3.2%	i	42.1	0.4%[50 µM]
O=C(NNC(=O)c1ccccc1O)c1ccc(S(=O)(=O)Nc2ccccc2F)cc1	-0.1%	i	56.0	-0.1%[50 µM]
Cc1ccc(S(=O)(=O)NC2CCCCC2)cc1C(=O)N1CCC(C(N)=O)CC1	0.1%	i	25.3	0.9%[50 µM]
COc1cccc(CCNS(=O)(=O)CCNC(=O)c2cccc(OC)c2)c1	-1.7%	i	41.3	0.8%[50 µM]
O=C(COc1ccc(Br)cc1)N1CCN(c2ncccn2)CC1	1.7%	i	17.0	0.6%[50 µM]
Cc1ccccc1NC(=O)CSc1nnc(-c2ccco2)n1N	0.2%	i	45.8	1.1%[50 µM]
COc1ccc2cc(C(c3nnnn3C3CCCCC3)N3CCCCCC3)c3nnnn3c2c1 (stereo not given)	2.9%	i	58.4	2.5%

Filtered by structure: the compounds so far containing a CF3 group (two)
SMILES	RSV antiviral HEp-2	T cell HTS	T cell HTS vesicle-bound %	K1F lysis inhibition
CCOC(=O)c1c(C)[nH]c(C(=O)COC(=O)Cn2cc(C(F)(F)F)ccc2=O)c1C	16.7%	i	29.8	0.5%[50 µM]
O=C(Nc1ccc(C(F)(F)F)cc1)c1ccccc1	0.7%	i	22.7	-0.7%

(continued)
SMILES	RSV antiviral HEp-2	T cell HTS	T cell HTS vesicle-bound %	K1F lysis inhibition
O=C(NN1C(=O)NC2(CCCCC2)C1=O)c1ccc(Cl)s1	0.5%	i	31.7	-0.1%
Cc1n[nH]c(=O)c2c(NC(=O)CSc3ccccc3F)oc(C)c12	-2.2%	i	26.4	0.8%[50 µM]
COc1ccc(F)cc1S(=O)(=O)NCC(c1ccco1)N1CCc2ccccc2C1 (stereo not given)	4.4%	i	25.5	0.5%[50 µM]
O=C(CSc1nnc(C2CC2)n1-c1ccccc1)N1CCNC1=O	0.9%	i	34.1	0.5%
Cc1ccccc1OCCC(=O)OCC(=O)NCCc1ccc(S(N)(=O)=O)cc1	-0.7%	i	36.5	0.5%[50 µM]
Cc1noc(C)c1COc1ccccc1C(=O)N1CCN(S(=O)(=O)c2ccccc2F)CC1	-1.6%	i	49.5	0.5%[50 µM]
COc1ccc(CCNC(=O)CSc2nc(=O)n3cc(C)ccc3n2)cc1OC	-1.3%	i	43.5	1.2%[50 µM]
CC(C)(C)OC(=O)Nc1ccc([C@@H](NC(=O)OC(C)(C)C)C(=O)OC(C)(C)C)cc1	0.0%	i	38.0	0.8%
O=C1ON=C(c2ccccc2[N+](=O)[O-])/C1=C/c1cccc([N+](=O)[O-])c1O	2.1%	i	22.7	0.4%[50 µM]
O=C(COc1coc(CN2CCN(c3ccccc3)CC2)cc1=O)Nc1ccccc1	-0.1%	i	7.4	0.3%
CC(=O)Nc1ccc(S(=O)(=O)NC2CC(=O)N(c3ccc(C)c(C)c3)C2)cc1 (stereo not given)	-0.3%	i	24.1	0.9%[50 µM]
CSCCC(NS(=O)(=O)c1ccccc1F)C(=O)NCCCn1nc(C)cc1C (stereo not given)	-1.7%	i	49.0	1.0%[50 µM]
CCN(CC(=O)Nc1c(F)cccc1F)C(=O)CCNC(=O)c1ccc([N+](=O)[O-])cc1	1.8%	i	50.4	1.2%[50 µM]
O=C(Cc1c(F)cccc1Cl)NCC(=O)OCc1ccccc1	1.6%	i	37.3	1.3%[50 µM]
O=C(COC(=O)CNC(=O)c1ccccc1)NCCNC(=O)COC(=O)CNC(=O)c1ccccc1	1.9%	i	48.4	0.9%[50 µM]
C[C@@H]1O[C@@H](O[C@@H]2C(=O)c3c(O)cc(O)cc3O[C@H]2c2ccc(O)c(O)c2)[C@H](O)[C@H](O)[C@H]1O	2.1%	i	24.8	3.3%
CCN(CC(=O)Nc1ccc(NC(C)=O)cc1)C(=O)c1ccc2c(c1)OCO2	1.6%	i	37.0	1.1%
O=C(COC(=O)/C=C/c1ccc(OC(F)F)cc1)Nc1ccc(N2CCOCC2)cc1	-1.4%	i	59.2	1.0%[50 µM]
Cn1ccsc1=NC(=O)c1cc(S(=O)(=O)N2CCOCC2)ccc1F	-1.0%	i	51.2	1.5%[50 µM]
CN(C)C(CNC(=O)c1ccc(S(=O)(=O)Nc2ccccc2)cc1)c1ccco1 (stereo not given)	-0.3%	i	59.1	0.7%[50 µM]
COc1ccccc1NS(=O)(=O)c1ccc(C(=O)NCc2ccncc2)cc1	0.8%	i	46.2	1.2%[50 µM]
CCCCn1c(N)c(N(CCOC)C(=O)CSc2nnc(-c3ccc(F)cc3)n2N)c(=O)[nH]c1=O	-0.9%	i	54.0	1.2%[50 µM]
COc1ccc2c3n(nc2c1)CCN=C3c1ccc(Cl)cc1	0.2%	i	31.5	4.6%
COc1ccc(CNC(=O)COC(=O)CCOc2ccc(C)cc2)cc1OC	-1.6%	i	36.6	1.7%[50 µM]
COc1ccc(C(C)=O)cc1CC(=O)Nc1cccc(S(=O)(=O)N2CCOCC2)c1	2.6%	i	12.3	0.5%[50 µM]
C=CCN1C(=O)c2ccc(C(=O)N(C)CC(=O)Nc3ccc(Br)cc3C)cc2C1=O	0.9%	i	54.1	0.6%[50 µM]
Cc1ccc(S(=O)(=O)NCCC(=O)N2CC(C)OC(C)C2)cc1 (stereo not given)	2.7%	i	45.0	1.0%[50 µM]
CCOc1ccc(N2CC(C(=O)NCC(=O)Nc3ccc(F)c(F)c3F)CC2=O)cc1 (stereo not given)	0.4%	i	31.1	0.4%[50 µM]
Cc1ccc(SCC(=O)Nc2ccc(N3CCOCC3)cc2)cc1C	2.6%	i	37.8	1.4%[50 µM]
O=C(CSc1nnc(-c2ccc(Cl)cc2)o1)NNC(=O)c1ccncc1	-2.1%	i	44.4	-0.9%
CCN(C(=O)c1cc(S(=O)(=O)N2CCCC2)ccc1C)C1CCS(=O)(=O)C1 (stereo not given)	1.0%	i	32.7	0.3%[50 µM]
Cc1csc2nc(COC(=O)c3cccc(N(C)C)c3)cc(=O)n12	0.7%	i	31.2	0.8%[50 µM]
CCc1ccccc1Nc1nc(N)nc(COC(=O)CCNS(=O)(=O)c2ccccc2)n1	5.5%	i	43.6	0.5%[50 µM]
